Wee1 stabilizer = human Wee1 degradation inhibition, primary screen; P30291; reporter increase, % at 5 µM; hit rate 1.2% among 220,000; AID 1321; HeLa Luc-Wee1K328M stability, luciferase luminescence; 100% = proteasome inhibitor MG132 effect;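 active means activation above the mean of all tested compounds plus 3 SD, set per screening run, cut at about 8.8% in these data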;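 further: cells exposed to compound for 20 h before luminescence read; 0% = DMSO alone and 100% = MG132 at 30 µM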
FXIIa inh = inhibitors of human coagulation factor XIIa | P00748 | purified FXIIa, Boc-QGR-AMC fluorogenic substrate, 2 h | inhibition, % at 5 µM | hit rate 0.3% among 220,000; in the data active means inhibition above about 40%;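 further: 0% = enzyme with no compound and 100% = blank without enzyme; many of its hits are not listed in these tables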
thrombin 1536 = blocks human thrombin protease activity. P00734. inhibition, % at 5 µM. AID 1046. alpha-thrombin, Boc-VPR-AMC fluorogenic substrate cleavage. hit rate 0.26% among 220,000;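 active means inhibition at or above 40%; inactive means inhibition below 40%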;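 further: 0% = enzyme with no compound and 100% = wells without enzyme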
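System – human alpha-thrombin protein · Reagent – Boc-VPR-AMC substrate, 15 µM final · Compound – 5 µM single dose in 0.2% DMSO · Schedule – reaction at room temperature · Technique – AMC fluorescence at 355 nm excitation and 460 nm emission · Read-out basis – % inhibition relative to enzyme controls and enzyme-free blanks · Control set – no-compound enzyme wells and no-enzyme blanks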
Runt-SMMHC FRET = inhibitors of human RUNX1 Runt domain binding to CBFb-SMMHC; hit rate 0.74% among 220,000; inhibition, % at 20 µM; AID 1434; Cerulean-Runt/Venus-CBFb-SMMHC FRET ratio 530/480, 1 h;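 active means mean inhibition across duplicate retests at 20 µM reaching about 50%, limit read from the data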;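 further: 0% = DMSO wells and 100% = wells with excess untagged CBFb-SMMHC; inhibitors lower the FRET ratio by blocking Runt binding to CBFb-SMMHC; some results filed as inactive read as strong as hits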
14-3-3 Bad inh = disrupts binding of bovine 14-3-3 zeta to phospho-Bad peptide. P63103. TR-FRET 14-3-3zeta/Dy647-pBad peptide displacement, 1 h. inhibition, % at 21.7 µM. hit rate 0.71% among 220,000. AID 781;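 active means inhibition above about 70%, limit read from the data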;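 further: 0% = full 14-3-3 plus peptide FRET controls and 100% = background without 14-3-3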
Target sequence (P63103 whole entry, looked up): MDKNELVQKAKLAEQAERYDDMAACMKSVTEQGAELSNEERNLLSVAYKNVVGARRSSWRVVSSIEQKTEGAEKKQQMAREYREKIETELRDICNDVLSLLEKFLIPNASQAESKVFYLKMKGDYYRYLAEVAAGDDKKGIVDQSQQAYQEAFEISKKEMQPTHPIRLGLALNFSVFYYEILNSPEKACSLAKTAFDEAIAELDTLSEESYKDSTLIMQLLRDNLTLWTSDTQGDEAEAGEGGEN
FXIa inh = inhibitors of human coagulation factor XIa | P03951 | purified FXIa, Boc-Glu-Ala-Arg-AMC fluorogenic substrate | inhibition, % at 5 µM | hit rate 0.14% among 220,000 | AID 798;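 active means inhibition of at least 40%; inactive means inhibition below 40%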;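 further: fluorescence of freed AMC excited at 355 nm; 0% = enzyme without compound and 100% = no enzyme blank; many of its hits are not listed in these tables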
Runt-CBFb FRET = blocks binding of human RUNX1 Runt domain to CBFb. Q01196+Q13951. AID 1496. Cerulean-Runt/Venus-CBFb FRET ratio 530/480, 1 h. inhibition, % at 20 µM. hit rate 0.46% among 220,000;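 active means inhibition over about 50% at 20 µM in the single-dose screen, limit read from the data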;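 further: 0% = DMSO wells and 100% = excess unlabeled CBFb competitor control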
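Assay system: Cerulean-Runt domain fusion protein, energy donor; Signal: fluorescence energy transfer, 422 nm excitation, 530/480 nm emission; Timing: 1 h compound exposure, room temperature; Control set: unlabeled CBFb; Medium: Tris buffer pH 7.5 with salts and BSA; Compound: single test concentration of 20 µM, 1% DMSO final; Probe or stimulus: Venus-CBFb 100 nM.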
Hck-Nef inh = inhibitors of human Hck kinase activated by Nef; Recombinant Hck-YEEI plus Nef, Z-Lyte FRET kinase assay; inhibition, % at 20 µM; hit rate 0.68% among 220,000; AID 463187;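 active means Hck-Nef kinase inhibition above about 50%, limit read from the data; inactive means inhibition below that limit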;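 further: 0% = DMSO with Hck plus Nef and 100% = Hck alone without Nef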
Target sequence (P08631 whole entry, looked up): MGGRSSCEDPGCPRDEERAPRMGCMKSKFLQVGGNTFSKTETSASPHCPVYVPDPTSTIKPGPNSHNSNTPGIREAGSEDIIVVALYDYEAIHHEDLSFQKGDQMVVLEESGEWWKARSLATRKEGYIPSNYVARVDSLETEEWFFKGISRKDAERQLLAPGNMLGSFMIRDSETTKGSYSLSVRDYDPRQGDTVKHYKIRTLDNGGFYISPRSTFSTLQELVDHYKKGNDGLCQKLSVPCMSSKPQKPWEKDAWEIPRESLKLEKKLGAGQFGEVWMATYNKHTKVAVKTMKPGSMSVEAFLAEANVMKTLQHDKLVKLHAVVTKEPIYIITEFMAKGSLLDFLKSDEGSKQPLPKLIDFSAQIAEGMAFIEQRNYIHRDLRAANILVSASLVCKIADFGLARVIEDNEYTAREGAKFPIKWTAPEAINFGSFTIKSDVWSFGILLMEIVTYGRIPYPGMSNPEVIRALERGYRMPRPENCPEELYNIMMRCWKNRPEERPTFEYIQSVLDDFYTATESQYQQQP
KLK5 inh = kallikrein 5 (human) inhibition; Q9Y337; inhibition, % at 5 µM; AID 873; recombinant hK5, fluorogenic AMC substrate cleavage; hit rate 0.59% among 210,000;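 active means inhibition of 40% or more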;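 further: 0% = enzyme controls without compound and 100% = no-enzyme blanks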
Target sequence (Q9Y337 67-293 limits assumed): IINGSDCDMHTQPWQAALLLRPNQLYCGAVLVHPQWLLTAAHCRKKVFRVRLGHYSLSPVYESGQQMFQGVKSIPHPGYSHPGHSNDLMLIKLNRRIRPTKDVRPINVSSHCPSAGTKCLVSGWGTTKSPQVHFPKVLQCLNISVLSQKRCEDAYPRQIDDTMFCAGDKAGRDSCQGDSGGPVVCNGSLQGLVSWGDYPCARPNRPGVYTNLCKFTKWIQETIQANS
Numbers without * were called inactive; . = no result given; [ ] = another dose, or the depositor's remark.

#	Molecule	Wee1 stabilizer	FXIIa inh	thrombin 1536	Runt-SMMHC FRET	14-3-3 Bad inh
1	COc1ccc2[nH]c(C)c(CCNC(=S)Nc3cc(C)cc(C)c3)c2c1	2	13	3	-1	-9
2	O=C(NCCN1CCOCC1)c1ccc(-c2ccccc2)cc1	0	5	-4	-5	4
3	CCOCCCNC(=O)Cc1cc(=O)[nH]c(=O)[nH]1	-2	12	1	-3	3
4	N#Cc1nc(COc2ccccc2)oc1N1CCN(Cc2ccccc2)CC1	0	-4	-12	1	1
5	CCCCn1c(SCC(N)=O)nc2c(sc3ccccc32)c1=O	4	11	0	-1	58[fluorescence artefact?]
6	COC(=O)c1sc2ccccc2c1-n1cccc1C(=O)C(=O)Nc1ccc(F)cc1	-3	8	-11	-12	31[fluorescence artefact?]
7	CCc1c(C)nc(SC(C(=O)O)c2ccccc2)c(C#N)c1C (stereo not drawn)	3	7	-6	0	2
8	COc1cc(C(=O)OCn2nnc3ccccc3c2=O)cc(OC)c1OC	3	7	-1	2	-1[fluorescence artefact?]
9	S=C(Nc1ccc(Cc2ccncc2)cc1)Nc1cccc(Cl)c1	1	10	-1	2	-4
10	CCn1cc(C(=O)Nc2ccc(F)c(F)c2)cn1	-3	10	-3	1	-3
11	CCCOc1ccc(/C=N/Nc2ccccc2[N+](=O)[O-])c(OCCC)c1	2	14	-2	-5	1
12	O=C(c1ccc2ccccc2c1)N1CCN(c2ccc([N+](=O)[O-])c(N3CCOCC3)c2)CC1	0	23	5	-42	1
13	COc1ccc(-c2onc(C)c2-c2cnn(-c3ccccc3)c2)c(O)c1C	-1	4	0	0	-1
14	CCCCCCCCCCCCS(=O)(=O)CCC(=O)O	-3	6	-1	-1	6
15	Cc1ccnc(SCC(=O)N2CCCc3ccccc32)n1	2	9	-2	2	-4

#	FXIa inh	Runt-CBFb FRET	Hck-Nef inh	KLK5 inh
1	6	0	-3	-10
2	-3	4	2	-11
3	4	-1	-4	-7
4	-8	1	0	-2
5	-1	-4	8	3
6	0	-2	0	-17
7	0	1	0	0
8	3	0	-21	-12
9	-7	1	-12	-4
10	8	1	2	-5
11	8	-10	-1	2
12	10	-10	-1	1
13	-1	0	-11	.
14	2	3	19	4
15	2	0	15	16

Next part.
#	Molecule	Wee1 stabilizer	FXIIa inh	thrombin 1536	Runt-SMMHC FRET	14-3-3 Bad inh
16	O=C(CN(Cc1ccco1)C(=O)CNS(=O)(=O)c1ccc(F)cc1)NCc1ccc(F)cc1	0	1	-13	-1	-3
17	CCc1cccc(CC)c1N(COC)C(=O)Cn1ccccc1=N	13*	8	-2	2	4
18	COc1ccc(NC(=O)c2sc3nc(-c4cccnc4)ccc3c2N)cc1OC	2	15	2	-177	-1
19	Cn1c(=O)oc2cc(S(=O)(=O)N3CCCC(C(=O)Nc4ccccn4)C3)ccc21 (stereo not drawn)	-1	4	-13	0	4
20	COc1cc2[nH]c3ccccc3c2cc1C	.	8	1	-7	-3
21	O=C(CCl)Nc1cccc(-c2cnc3ccccc3n2)c1	0	6	-5	-4	-11
22	O=C(COC(=O)C1CC(=O)N(Cc2ccco2)C1)c1ccc(OC(=O)c2ccco2)cc1 (stereo not drawn)	0	41*	24	-7	4
23	Cc1ccc(-c2nc(NC(=O)CSc3ccc4ccccc4n3)ns2)cc1	1	14	2	1	11[fluorescence artefact?]
24	CC(C)c1ccccc1NC(=S)N1CCN(S(=O)(=O)c2cccs2)CC1	-2	0	-7	-1	-5
25	Cc1ccc(CNC(=O)/C(C#N)=C\c2ccc(N(C)C)cc2)cc1	0	13	1	61*	4
26	O=C(O)CCc1nc2ccccc2c(=O)[nH]1	2	16	2	0	3
27	Cc1cccc(N=C2NC(=O)/C(=C/c3cccnc3)S2)c1C	0	14	-5	-1	-12
28	CCOc1cc(C(=O)NC(=S)Nn2cnnc2)cc(OCC)c1OCC	0	5	6	0	-5
29	Cc1ccc(NC(=O)CN(C)C(=O)COc2cccc3cccnc23)cc1	-1	4	-6	0	-21
30	COc1ccc(S(=O)(=O)Nc2c(C)ccc3nsnc23)cc1OC	0	16	4	5	8

#	FXIa inh	Runt-CBFb FRET	Hck-Nef inh	KLK5 inh
16	-6	0	0	-19
17	-2	-2	0	-9
18	6	-294	-58	2
19	-6	0	2	-30
20	1	-1	11	0
21	7	0	1	-6
22	25	-1	-2	31
23	6	1	-19	-8
24	-5	-1	12	-3
25	6	12	3	6
26	1	0	-6	8
27	10	0	26	7
28	-8	7	27	-3
29	-7	2	3	-16
30	2	1	-1	-10

Quoted at random: six records from the list.
#	Molecule	Wee1 stabilizer	FXIIa inh	thrombin 1536	Runt-SMMHC FRET	14-3-3 Bad inh
18	COc1ccc(NC(=O)c2sc3nc(-c4cccnc4)ccc3c2N)cc1OC	2	15	2	-177	-1
22	O=C(COC(=O)C1CC(=O)N(Cc2ccco2)C1)c1ccc(OC(=O)c2ccco2)cc1 (stereo not drawn)	0	41*	24	-7	4
16	O=C(CN(Cc1ccco1)C(=O)CNS(=O)(=O)c1ccc(F)cc1)NCc1ccc(F)cc1	0	1	-13	-1	-3
21	O=C(CCl)Nc1cccc(-c2cnc3ccccc3n2)c1	0	6	-5	-4	-11
19	Cn1c(=O)oc2cc(S(=O)(=O)N3CCCC(C(=O)Nc4ccccn4)C3)ccc21 (stereo not drawn)	-1	4	-13	0	4
25	Cc1ccc(CNC(=O)/C(C#N)=C\c2ccc(N(C)C)cc2)cc1	0	13	1	61*	4

#	FXIa inh	Runt-CBFb FRET	Hck-Nef inh	KLK5 inh
18	6	-294	-58	2
22	25	-1	-2	31
16	-6	0	0	-19
21	7	0	1	-6
19	-6	0	2	-30
25	6	12	3	6

(further entries)
#	Molecule	Wee1 stabilizer	FXIIa inh	thrombin 1536	Runt-SMMHC FRET	14-3-3 Bad inh
31	Cc1cc(C)n2nc(C(=O)Nc3ccc4c(c3)OCO4)nc2n1	1	5	2	-78	1
32	COc1ccc(OCC(=O)NNC(=O)C(=O)Nc2ccc(C)cc2)cc1	-2	0	-12	4	-3
33	Cc1ccc2occ(C(c3nnnn3C3CCCC3)N3CCN(C(=O)c4ccco4)CC3)c(=O)c2c1 (stereo not drawn)	0	1	4	-4	-15
34	CC(C)(C)NC(=O)C(c1cccs1)N(C(=O)c1csnn1)c1cccc(F)c1 (stereo not drawn)	-2	1	-9	-1	-4
35	Clc1ncc(CN2CCN(c3ccccc3)CC2)s1	1	1	0	-4	-21
36	COc1ccc(C(=O)NCc2nnc(SCC(=O)Nc3ccccc3F)o2)cc1	6	15	1	-1	-4
37	CCCCN(C)C(=O)c1cn(CC)c2ccc(S(=O)(=O)N(C)C)cc2c1=O	-1	26	2	0	-3
38	Cc1nnc(N(C)C(=O)c2cccnc2)s1	0	3	-5	-2	-10[fluorescence artefact?]
39	CCOCCCNC(=O)c1c[nH]c2cc(OC)ccc2c1=O	0	2	-11	-1	4
40	Cc1[nH]n(-c2ccccc2)c(=O)c1CCO	-1	12	-3	2	-3
41	Cc1cccc(C(=O)OCc2cnc(Cl)s2)c1	0	-1	1	0	8
42	CCOC(=O)C1CCCN(c2nc3ccccc3nc2C(C#N)C(=O)OC(C)COC)C1 (stereo not drawn)	-2	11	-1	12	2
43	COc1ccc(C)cc1S(=O)(=O)Nc1ccncc1	5	1	-5	-4	-6
44	O=C(CSc1nc2ncc(Cl)cc2[nH]1)c1ccc2c(c1)OCO2	-3	6	-4	-1	1
45	CCOc1ccc(/C=C\C(C)=N\O)cc1	8	18	6	1	3

#	FXIa inh	Runt-CBFb FRET	Hck-Nef inh	KLK5 inh
31	1	-20	17	4
32	-5	-1	-3	-16
33	2	-4	1	-12
34	-8	0	13	-5
35	-4	0	-3	-12
36	-5	1	3	-18
37	18	0	8	-12
38	0	0	14	-18
39	-3	-1	18	-2
40	2	-3	11	.
41	-6	0	0	0
42	5	-3	0	27
43	-3	1	27	-1
44	-3	1	13	-3
45	4	0	20	-11

(more compounds)
#	Molecule	Wee1 stabilizer	FXIIa inh	thrombin 1536	Runt-SMMHC FRET	14-3-3 Bad inh
46	CC(C)Nc1nc(NC(C)C)nc(Nn2cnnc2)n1	3	2	-6	-1	2
47	Cc1nn(-c2ccccc2)c(Cl)c1C(=O)Nc1c(C)n(C)n(-c2ccccc2)c1=O	-3	22	-1	-5	10[fluorescence artefact?]
48	Cc1ccc2nc(C)cc(N/N=C/c3ccc(F)cc3)c2c1	-1	8	-3	-2	-12
49	O=C(c1ccc(Cl)cc1Cl)N1CCSCC1	2	4	-4	-2	4
50	CC(C)(CSc1ncccn1)NS(=O)(=O)c1ccccc1	-2	2	-1	-4	-16
51	Cc1cc([N+](=O)[O-])ccc1NC(=O)c1ccco1	0	5	2	-1	-5
52	CC(=O)N1C(C)(C)CC(=NOC(=O)c2ccc(C)cc2)CC1(C)C	0	-3	0	-1	-4
53	Oc1ccccc1-n1nc2ccc3nonc3c2n1	-2	10	3	2	1
54	O=C(Nc1ccc(Cl)cc1)c1cccnc1N1CCCCC1	-1	9	-4	0	-2
55	COc1ccc(NC(=O)CC(C)C)c([N+](=O)[O-])c1	0	14	1	-11	10
56	Cc1ccc(N2C(=O)c3sc4nnc(C)c(=O)n4c3C2=O)cc1	2	2	-2	0	2
57	COc1ccc(S(=O)(=O)N2CCCOC2CNC(=O)C(=O)NCc2ccco2)cc1 (stereo not drawn)	0	8	-8	-2	-7
58	Cc1ccc2cc(CCNC(=O)c3cccc([N+](=O)[O-])c3)c(=O)[nH]c2c1C	6	4	-1	-4	2
59	C#CCOC(=O)c1ccccc1C(=O)O	-1	-1	-3	0	15
60	CC(C)OC(=O)C1C2C=CC3(CN(Cc4cccs4)C(=O)C13)O2 (stereo not drawn)	-2	16	4	2	2

#	FXIa inh	Runt-CBFb FRET	Hck-Nef inh	KLK5 inh
46	-3	-1	20	7
47	15	-1	2	-18
48	0	-3	3	.
49	1	1	-6	13
50	-6	0	14	-41
51	-4	1	22	-1
52	-1	0	-29	-16
53	1	0	5	3
54	-2	0	6	-2
55	-6	-3	1	5
56	-5	-1	-7	-6
57	-4	0	28	0
58	4	-4	-2	-15
59	0	0	5	-7
60	7	1	-1	-5

(list continues)
#	Molecule	Wee1 stabilizer	FXIIa inh	thrombin 1536	Runt-SMMHC FRET	14-3-3 Bad inh
61	COc1cc(OC)c(OC)cc1CN1CCC(O)CC1	1	2	-14	1	0
62	COc1cccc(C(=O)C(C#N)=C(SC)SC)c1	5	12	0	7	4
63	CCc1cc(C=C(Cl)Cl)oc(=O)c1C	1	24	-1	-1	4[fluorescence artefact?]
64	CC1(C)CC(=O)C2=C(C1)OC(N)=C(C#N)[C@@]21C(=O)N(CC(N)=O)c2ccccc21	2	-2	0	0	3
65	O=C(CN1CCN(S(=O)(=O)c2ccc(F)cc2)CC1)Nc1ccccc1F	-4	16	2	4	-4

#	FXIa inh	Runt-CBFb FRET	Hck-Nef inh	KLK5 inh
61	-3	1	18	-5
62	5	3	-1	-6
63	3	0	0	3
64	0	-1	-1	-1
65	2	-2	0	-3

Screening results as filed in PubChem.

The order is random; 4.2% or so of the library scored in one or more.
